# BL2 CD40 inh: inhibitors of CD40-induced NF-kB signaling, primary screen, BL2 cells, luciferase reporter, single point | CD40L-induced, 4 h | inhibition, % at 10 µM | hit rate 0.94% among 83,000 | AID 1053188, 2014;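 active = mean inhibition of at least 50% with a set share of replicates also reaching that level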;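 also: 0% = neutral control wells and 100% = IKK inhibitor VII at 50 µM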
# * hit, by the source's call; & = joins results of further samples; [ ] = dose if it differs, or a comment. This is a subset; the hit share may differ from the screen's.
BL2 CD40 inh	Molecule
3.9	C(=C\c1ccc(C2[C@@H]3CN(Cc4ccccn4)C[C@H]2N3)cc1)/c1ccccc1 (stereo partly specified)
9.4	Cn1nc([N+](=O)[O-])nc1S(C)(=O)=O
15.8	CCOC(=O)C1(CCOc2ccccc2)CCN(Cc2cccn2-c2ncccn2)CC1
7.4	COc1cc(C(=O)OCC(=O)NC2CCCCCC2)ccc1OCC(C)C
5.2	CCOC(=O)C1(CCCc2ccccc2)CCN(C(=O)Cn2nc(C)nc2C)CC1
22.3	CCOCCCNS(=O)(=O)Cc1ccccc1
14.5	COc1cc(-c2nc(-c3ccccc3)c(-c3ccc(F)cc3)[nH]2)cc2c1OCO2
-5.0	CC[C@H](C)[C@H](NC(N)=O)C(=O)Nc1ccc(OC)c(Cl)c1
-30.9	Cc1cccc(-n2cc(CNCCc3nc(C)cc(C)n3)c(-c3cccc(F)c3)n2)c1
-18.7	O=C(Nc1ccc(Cl)cc1)C(c1ccccc1)N1CCOCC1 (stereo unspecified)
13.7[25 µM]	COc1cccc(S(=O)(=O)N2CCCCN3[C@H](C2)[C@H](c2ccc(C4=CCCCC4)cc2)[C@@H]3CO)c1
-8.3[25 µM]	Cc1noc(C)c1NC(=O)N1C[C@H](O)COC[C@H]2O[C@H](CC(=O)N[C@@H]3CCN(Cc4ccccc4)C3)CC[C@@H]21
4.5	Cc1ccc(N2CCN(S(=O)(=O)c3c(C)noc3C)CC2C)cc1 (stereo unspecified)
-7.2	CCc1cc([N+](=O)[O-])cc(CC)c1N
-12.2	COc1ccc(NC(=O)N(C)C[C@@H]2OCc3ccccc3-c3c(n(C)c4ccccc34)C(=O)N([C@@H](C)CO)C[C@@H]2C)cc1
5.9	CC(C)NC(=O)CC(=O)NN=C1CCCCC1

# 4 entries from above in another layout.
COc1cccc(S(=O)(=O)N2CCCCN3[C@H](C2)[C@H](c2ccc(C4=CCCCC4)cc2)[C@@H]3CO)c1
  BL2 CD40 inh: 13.7[25 µM]
CCc1cc([N+](=O)[O-])cc(CC)c1N
  BL2 CD40 inh: -7.2
Cc1ccc(N2CCN(S(=O)(=O)c3c(C)noc3C)CC2C)cc1 (stereo unspecified)
  BL2 CD40 inh: 4.5
Cc1cccc(-n2cc(CNCCc3nc(C)cc(C)n3)c(-c3cccc(F)c3)n2)c1
  BL2 CD40 inh: -30.9

# New compounds follow
BL2 CD40 inh	Molecule
-28.2	CCN(CC(=O)Nc1ccc2c(c1)OCCO2)Cc1cc(=O)oc2cc(C)c(C)cc12
3.6	CC1(C)Cc2cccc(OCC(=O)OCC(=O)NCc3ccccc3)c2O1
-2.5	O=C(NCc1cccnc1)c1ccc(CN2CCc3ccccc3C2)cc1
3.5[25 µM]	COc1ccc2c3c(n(C)c2c1)[C@H](CO)N(C(=O)Cc1ccccn1)CC31CN(CC2CCCCC2)C1
-18.8&-11.5[25 µM]	Fc1ccccc1-c1ccc(C2[C@@H]3CN(Cc4ccccc4)C[C@H]2N3)cc1 (stereo partly specified)
57.4*	Cc1cc(C(=O)COC(=O)c2cccn2C)c(C)n1Cc1ccco1
-11.7[25 µM]	O=C(Nc1ccccc1)N1CCCCN2[C@H](C1)[C@H](c1ccc(-c3ccncc3)cc1)[C@@H]2CO
4.8[25 µM]	Cc1ccc(-c2ccccc2[C@H]2[C@@H](C#N)N(C(=O)c3cccc(F)c3)[C@H]2CO)cc1
7.8	CC(=O)N(C)C[C@@H]1Oc2c(cccc2N(C)C)C(=O)N(C)C[C@@H]1C
8.9	CN1CCN(C(=O)C[C@H]2CC[C@H]3[C@H](COc4ccc(NC(=O)C5CCCC5)cc4C(=O)N3C)O2)CC1
4.2	COC(=O)C1CC(c2ccccc2)N(c2ccccc2)O1 (stereo unspecified)
10.4	Cc1c(NC(=O)Nc2cccs2)cccc1[N+](=O)[O-]
-2.7	Cc1ccc(S(=O)(=O)N2CCOCC2)cc1NC(=O)CNCc1ccccc1Cl
0.9[25 µM]	CN(C)CC(=O)N1[C@@H]2c3ccc(-c4cccnc4)c(=O)n3C[C@H]1[C@H](CO)[C@H]2C(=O)NC1CCCC1
5.2	Cc1nc2ccc(S(=O)(=O)NCC(=O)N3CCCCC3)cc2s1
10.0	O=C(NC(=O)c1c(F)cccc1F)O/N=C1\CCCc2occc21
7.0	c1ccc(-c2ccccc2OCCOCCN2CCCCC2)cc1
3.3	CN(C)CC1CCC/C(=C\c2ccc(OC(=O)/C=C/c3ccccc3)cc2)C1=O (stereo unspecified)
1.7	COC(=O)C1Cc2c([nH]c3ccccc23)C2(CCN(Cc3ccccc3)CC2)N1 (stereo unspecified)
1.1	CN(CC(=O)Nc1ccc(F)cc1)C(=O)COC(=O)c1nc(Cl)ccc1Cl
-3.4	CCC(CC)C(=O)Nc1nnc(SCC(=O)NC(C)(C)C)s1
-3.2	O=C(Nc1ccncc1)C1CCN(S(=O)(=O)c2c(Cl)cccc2Cl)CC1
1.0[25 µM]	CS(=O)(=O)N1[C@@H](C#N)[C@H](c2ccc(-c3ccccc3F)cc2)[C@@H]1CO
-4.9	Cc1nc(CN(C)C(=O)CC2C(=O)NCCN2Cc2ccc(-c3ccccc3)cc2)cs1 (stereo unspecified)
0.7	COc1ncnc2c1oc1nc(C)c3c(c12)CC(C)(C)OC3
11.3	CCOC(=O)c1[nH]c2ccccc2c1N=CN(CC)CC
1.6	CN(CCOC(=O)c1cccc(Br)c1)C(C)(C)C
-22.4[25 µM]	COC(=O)C[C@@H]1C[C@H]2c3cc(NC(=O)Nc4ccccc4)ccc3O[C@H]2[C@@H](CO)O1
-2.6	Cc1ccc(S(=O)(=O)N/N=C/C(C)(C)CO)cc1
8.8	COC(=O)c1ccccc1OCCN1CCCCCC1
94.2*	N#C[C@@H]1[C@H](c2ccc(C#Cc3ccccc3F)cc2)[C@@H](CO)N1C(=O)C1CCCC1
-6.0	C/C=C/c1ccc([C@@H]2[C@@H](CO)N(C(C)=O)[C@H]2CNC(=O)CC2CC2)cc1
-33.7	Cc1cccc(-c2noc(CN(C(=O)CCc3ccccc3)C(C)C)n2)c1
-5.7[25 µM]	CC(C)NC(=O)Nc1ccc2c(c1)C(=O)N([C@@H](C)CO)C[C@@H](C)[C@@H](CN(C)C(=O)C1CCCCC1)OCCCC[C@@H](C)O2
-9.4	N#C[C@@H]1[C@@H](c2ccc(C#Cc3ccccc3F)cc2)[C@@H](CO)N1C(=O)C1CCC1
4.8	COCCCNC(=O)c1cccs1
5.5	O=C1NC(=O)C(c2cn(-c3ccccc3)nc2-c2ccc(F)cc2)N1 (stereo unspecified)
0.1	COc1ccc(C(=O)O)cc1S(=O)(=O)N(CCc1ccccc1)Cc1ccccc1
2.0	COc1ccc(C(=O)NCC(=O)N/N=C(C)\C=C\c2ccccc2)cc1OC
1.7	CCC(=O)N1[C@H](CO)[C@H](c2ccc(-c3ccc(F)cc3)cc2)[C@H]1CNC(C)=O
-4.6	Cc1nnc(SCCC#N)n(CCC#N)c1=O
5.4	N#Cc1ccc(NC(=O)COC(=O)C2CCC2)cc1
3.9	CSc1nc2c(c(=O)[nH]1)C(c1ccc(F)cc1)CC(=O)N2 (stereo unspecified)
9.5	Nc1nnc(SCC(=O)OCC(=O)Nc2ccccc2F)s1
6.9	O=C(NCc1ccccc1F)c1cccc(S(=O)(=O)N2CCCCCC2)c1
2.2[25 µM]	O=C(C[C@@H]1CC[C@H]2[C@@H](COC[C@@H](O)CN2C(=O)Cc2ccccc2)O1)NC1Cc2ccccc2C1
-0.9	CCOc1ccc(S(=O)(=O)N2CCCC(C(=O)NCc3ccccn3)C2)cc1Cl (stereo unspecified)
6.7[25 µM]	O=C(N[C@H]1CC[C@H](CCn2cc(-c3ccccc3F)nn2)O[C@H]1CO)c1ccc2c(c1)OCO2
-1.3	C[C@@H]1CN([C@@H](C)CO)C(=O)CCCn2nncc2CO[C@H]1CN(C)C(=O)C1CC1
50.9*	CCc1cc2c(COC(=O)c3cc(S(=O)(=O)N4CCOCC4)ccc3F)cc(=O)oc2cc1O
-0.7	Cc1ccc(S(=O)(=O)N2CCC(C(=O)OCC(=O)N3CCCC3=O)CC2)cc1C
-2.5	CC12CCCCN1CCCc1c2[nH]c2ccccc12 (stereo unspecified)
2.2	CC12CCC(C(=O)O)(c3nc(C#N)c(C#N)nc31)C2(C)C (stereo unspecified)
-24.9	Cc1nn2cc(-c3ccccc3)nc2s1
11.7	COc1ccc(-c2nc(CN3CCC(C(=O)NC4CCCC4)CC3)c(C)o2)cc1OC
3.0	CNc1n[nH]c(-c2ccccc2)n1

# (next part)
BL2 CD40 inh	Molecule
21.6	Cc1cc(C(=O)NCC2COc3ccccc3O2)c2ccccc2n1 (stereo unspecified)
-1.3	O=c1c2c3c(sc2n(CCN2CCOCC2)c(=O)n1C1CCCCC1)CCCCC3
-41.8[25 µM]	CN(C[C@H]1N[C@@H](CO)[C@@H]1c1ccc(C2=CCCC2)cc1)C(=O)c1cccc(F)c1
13.5	CCN(C(=O)CCc1nnc2ccc(NCc3ccco3)nn12)c1ccccc1
-14.5	O=C(COC(=O)C12CC3CC(CC(Cl)(C3)C1)C2)Nc1ccccc1
7.5	Cc1ccc(N2CCN(S(=O)(=O)N3CCOCC3)CC2)cc1C
0.0	O=C(CCNS(=O)(=O)c1ccc(Br)s1)N1CCCCC1
-74.9	c1ccc(-c2noc(-c3cccnc3)n2)cc1

# Three of the compounds above, as tab-separated lines.
canonical_smiles	BL2 CD40 inh
Cc1ccc(N2CCN(S(=O)(=O)N3CCOCC3)CC2)cc1C	7.5
O=C(CCNS(=O)(=O)c1ccc(Br)s1)N1CCCCC1	0.0
c1ccc(-c2noc(-c3cccnc3)n2)cc1	-74.9

# (list continues)
BL2 CD40 inh	Molecule
6.2	CCOC(=O)c1c(C)[nH]c(C)c1C(=O)Cn1nnc(-c2ccccc2C)n1
-8.0	CC(=O)N1CCN(S(=O)(=O)c2cccc(C(=O)N(Cc3ccccc3)c3ccc(C)cc3)c2)CC1
-102.2	CC(=O)Nc1c(-c2ccc3ccccc3c2)nc2ccccn12
7.9[25 µM]	CCCNC(=O)N(C)C[C@@H]1Oc2cc(-c3ccccc3)ccc2S(=O)(=O)N([C@H](C)CO)C[C@@H]1C
-48.7	COc1ccc(CNCc2ccco2)cc1OCc1ccccc1
9.0	COc1ccc(NC(=O)CSc2nc(=O)n(CCN3CCOCC3)c3c2CCC3)c(OC)c1
8.8	COc1ccccc1N1CCN(C2CCCCC2NS(=O)(=O)c2ccccc2)CC1 (stereo unspecified)
5.3	CCOc1ccc(NC(=S)N2CCC(c3nc4ccccc4[nH]3)CC2)cc1
4.3	O=C(O)c1c[nH]c2ccc(F)cc2c1=O
7.3	c1csc(-c2nc(N3CCOCC3)c3ccccc3n2)c1
12.4	CS(=O)(=O)N1CCCC(C(=O)NC2CCCCCCC2)C1 (stereo unspecified)
-10.4	C[C@H](CO)N1C[C@H](C)[C@@H](CN(C)CC2CC2)Oc2ccc(NS(=O)(=O)c3cccs3)cc2C1=O
0.4	CC1CN(C2CCN(S(=O)(=O)c3ccc(F)cc3)CC2)CC(C)O1 (stereo unspecified)
11.9	COc1ccc(CN(C)C(C)C(=O)Nc2ccc(S(=O)(=O)N3CCCCC3)cc2)cc1F (stereo unspecified)
0.7	O=C(O)[C@@H]1CCCN1c1ncnc2sc3c(c12)CCC3
10.8[25 µM]	COc1cccc(CNC(=O)[C@H]2[C@H](CO)[C@H]3Cn4c(ccc(-c5ccncc5)c4=O)[C@H]3N2C)c1
7.2	COc1cc(C2c3cc(O)c(OC)cc3CC(C(=O)O)C2CO)ccc1O (stereo unspecified)
-8.7	Cc1ccc(-n2nc3c(c2NC(=O)c2ccc4c(c2)OCO4)CS(=O)C3)c(C)c1 (stereo unspecified)
-31.7	N#Cc1nc(-c2cccs2)oc1NCc1ccco1
-58.5	Nc1cc2c(cc1N)-c1ccccc1C2
-2.3[25 µM]	O=C(Nc1ccccc1F)N1CCCCN2[C@H](C1)[C@@H](c1ccc(/C=C/c3ccccc3)cc1)[C@@H]2CO
-0.9	Cc1cccc2nc(CNC(=O)C3CCC(=O)N(Cc4ccccc4F)C3)cn12 (stereo unspecified)
-17.0	COc1ccc(CNc2ccc3c(c2)ncn3-c2ccccc2OC)cc1
-6.3	CC1CCN(C(=O)COC(=O)c2cc([N+](=O)[O-])ccc2N2CCOCC2)CC1
5.5	CCOc1ccc(NC(=O)CN(C)C(=O)CSCc2c(C)noc2C)cc1OCC
1.5	O=C(Nc1ccc(N2CCN(C(=O)c3cccs3)CC2)cc1)c1cccnc1
-0.4	COc1ccccc1NC(=O)N1CCN(c2ccc3nnc(-c4ccc(F)cc4)n3n2)CC1
13.9	O=C(COC(=O)C1CCN(c2ccc(C(F)(F)F)cn2)CC1)Nc1ccc(Cl)cn1
-5.6	CCc1cc(C(c2ccccn2)N2CCN(C)CC2)c(NC(=O)c2ccccc2)s1 (stereo unspecified)
6.6	CCOC(=O)N1CCN(C2CC(=O)N(c3ccc(Oc4ccccc4)cc3)C2=O)CC1 (stereo unspecified)
19.2	CCC(C)NS(=O)(=O)c1ccc(OC)c(Cl)c1Cl (stereo unspecified)
6.3	CC(C)Cn1c(SCC(=O)NC2CC2)nc2ccccc21
5.5	CC12CCC(C3NC(=S)NN=C31)C2(C)C (stereo unspecified)
-3.0	O=C(COc1ccccc1Cl)Nc1cccc(S(=O)(=O)N2CCCC2)c1
-68.3	O=C(O)c1cncc(C#CCC2CCCCC2)c1
-41.8	Cc1ccc(Nc2nc(Cl)c(C=O)s2)cc1Cl
-2.2	Cc1cc(C(=O)O)ccc1-c1ccc(CO)o1
4.5[25 µM]	N#C[C@H]1[C@@H](c2ccccc2/C=C/c2ccccc2)[C@@H](CO)N1C(=O)Nc1ccccc1
9.0	COC(=O)NCC1(C)CC(NC(=O)OC)CC(C)(C)C1 (stereo unspecified)
13.6	Cn1cccc1C(=O)OCC(=O)Nc1ccc2c(c1)OCO2
7.2	COCCN(C(=O)CCc1nnc(Cc2c[nH]c3ccccc23)o1)C(C)C

# Compound activity from PubChem BioAssay.
